m5-HT2A agonist – mouse Htr2a agonists via beta-arrestin recruitment, primary screen, cell-based, luminescence; CHO-K1 mHTR2A beta-arrestin complementation; percent of 30 µM serotonin response; activation, % at 7.6 µM; 360,000 tested, 0.66% active; AID 624169, 2012;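 active means activation above a run cutoff, the mean activation of all tested compounds plus 3 SD, cut at about 14% in these data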;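 further: 0% = plate median of compound wells and 100% = 30 µM serotonin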
PDI inh – inhibitors of human PDI, primary screen, biochemical, turbidity, single point, plate reader; Protein disulfide-isomerase (Homo sapiens), P07237; PDI insulin aggregation turbidity, A650, 90 min; inhibition, % at 10 µM; 350,000 tested, 0.052% active; AID 588391, 2011;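 active means mean inhibition across replicates of 30% or more, whatever share of single replicates reach that level; inconclusive means mean inhibition below 30% while every single replicate reaches 30%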;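 further: absorbance from insulin aggregation driven by PDI reduction with DTT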
ABCB6 inh 2 – ABCB6 transporter inhibitors, primary screen, K562-ABCB6 cells, flow cytometry, MLPCN library; K562-ABCB6 porphyrin accumulation, 1 h; stronger effect = lower value; fluorescence ratio to DMSO, % at 10 µM; 360,000 tested, 0.19% active;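 active means fluorescence ratio to DMSO below 75%, the collection mean minus 3 SD; inconclusive means too few cells collected in the well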;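 further: signal is porphyrin accumulated inside mitochondria; 100% equals median channel fluorescence of DMSO control wells; lower ratio means ABCB6 inhibition with less porphyrin fluorescence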
Target sequence (Q9NP58 whole entry, looked up): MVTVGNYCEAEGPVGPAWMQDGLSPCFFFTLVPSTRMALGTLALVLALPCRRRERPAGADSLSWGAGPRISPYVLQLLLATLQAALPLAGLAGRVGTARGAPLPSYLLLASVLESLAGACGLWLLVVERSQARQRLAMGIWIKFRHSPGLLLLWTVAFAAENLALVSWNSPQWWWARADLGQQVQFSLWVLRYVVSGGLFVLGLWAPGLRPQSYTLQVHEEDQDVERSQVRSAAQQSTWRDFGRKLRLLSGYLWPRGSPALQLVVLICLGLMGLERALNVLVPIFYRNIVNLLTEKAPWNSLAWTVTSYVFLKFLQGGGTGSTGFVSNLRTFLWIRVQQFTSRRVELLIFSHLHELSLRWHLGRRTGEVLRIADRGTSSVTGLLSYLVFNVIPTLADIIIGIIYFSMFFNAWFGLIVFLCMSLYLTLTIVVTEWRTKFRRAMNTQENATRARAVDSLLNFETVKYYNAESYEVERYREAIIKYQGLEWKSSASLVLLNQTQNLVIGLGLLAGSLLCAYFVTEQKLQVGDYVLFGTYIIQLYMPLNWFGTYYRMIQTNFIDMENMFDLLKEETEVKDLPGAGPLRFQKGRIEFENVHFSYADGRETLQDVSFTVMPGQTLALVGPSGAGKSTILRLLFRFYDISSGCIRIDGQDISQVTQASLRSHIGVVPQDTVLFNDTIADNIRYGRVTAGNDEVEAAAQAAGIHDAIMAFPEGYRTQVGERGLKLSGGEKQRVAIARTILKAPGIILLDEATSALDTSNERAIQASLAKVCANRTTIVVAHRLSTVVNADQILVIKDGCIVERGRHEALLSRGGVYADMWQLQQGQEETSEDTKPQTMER
H9c2 protect – cardioprotection against H2O2-induced cell death, primary screen, uHTS, H9c2 cells, ATPLite luminescence. H9c2 cardiomyocytes, H2O2 injury protection, 2 h. protection from H2O2 cell death, % at 20 µM. 360,000 tested, 0.63% active. AID 588492, 2011;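 active means compounds giving at least 50% protection of heart cells from peroxide-induced death in the single-dose screen, raw or plate-pattern-corrected value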;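 further: 0% = DMSO wells with peroxide and 100% = DMSO wells without peroxide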
Glyco luc inh – increase of ERlucT glycosylation luciferase signal, primary screen, N-linked glycosylation inhibitor project, D54 ERlucT cells, luminescence, set 2; D54 ERlucT glycosylation luciferase reporter, 24 h; percent of 100 nM tunicamycin response; reporter increase, % at 12.5 µM; 360,000 tested, 0.23% active;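 active means mean luciferase reporter signal, scaled so untreated is 0 and the glycosylation-blocking control 100, at or above a set limit in every replicate; inconclusive means mean reaches the limit but not every replicate does; inactive means mean below the limit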;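 further: luciferase carries N-glycosylation sites so blocking glycosylation raises the light; 0% = median of neutral control wells and 100% = median of 100 nM tunicamycin wells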
Vif inh – HIV Vif self-association inhibitors, primary screen, imaging, HEK293T, single point | 340,000 tested, 0.35% active | inhibition, % at 7.49 µM | AID 602346, 2012 | HEK293T cells, Vif self-association by quenched fluorescence, 24 h; in the data active means inhibition above about 50%, passing the limit was not always enough; inconclusive means no clear call, values can overlap the other calls; inactive means below about 31%; further: some results filed as inactive read as strong as hits
hiPSC survival – enhancers of single-cell hiPSC survival, primary screen, ATPlite luminescence. 100% = ROCK inhibitor wells, 0% = DMSO. survival enhancement, % at 20 µM. 360,000 tested, 0.044% active; in the data active means survival enhancement above about 18%;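 further: cells exposed to compounds for 16 hours before the ATP read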
aDG glyco act – activators of alpha-DG glycosylation, primary screen, uHTS, Pro5-aDG cells, AlphaScreen | 360,000 tested, 0.22% active | AID 624168, 2012 | activation, % at 10 µM | alpha-DG glycosylation AlphaScreen (IIH6); 0% Pro5, 100% B10-LARGE cell signal;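 active means activation of at least 8% versus controls, or a plate z-score of at least 8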;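 further: Pro5 are CHO cells carrying HIG-tagged alpha-DG that lacks glycosylation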
Exocytosis inh – LAMP-1 surface exposure blockers, TALL-104 cells – cell-based, flow cytometry, MLPCN library, primary screen; 360,000 tested, 0.66% active; TALL-104 LAMP-1 surface exposure; cells stimulated with thapsigargin and PMA; inhibition, % at 10 µM;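 active means inhibition above about 55%, limit read from the data; inconclusive means no clear call, values can overlap the other calls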
CaV13 FRET inh – Primary screen for inhibitors of IQ motif and Ca2+-dependent inactivation inhibitor domain binding in CACNA1D, Förster resonance energy transfer in living cells, … | HEK cells, CFP/YFP FRET ICDI-IQ, plate reader, 10 min; percent FRET-ratio fall versus neutral wells | 340,000 tested, 0.098% active | AID 743397 | inhibition, % at 12.3 µM;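 active means mean replicate inhibition of at least 30% and at least 1% of replicates passing that level; inconclusive means only one of the two criteria is met; inactive means neither criterion is met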;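 further: 0% = median of the neutral control wells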
* = called active by the depositor; ? = inconclusive; . = not tested or not shown.

Compound,m5-HT2A agonist,PDI inh,ABCB6 inh 2,H9c2 protect,Glyco luc inh,Vif inh,hiPSC survival,aDG glyco act,Exocytosis inh,CaV13 FRET inh
O=C(Cn1cnc(S(=O)(=O)N2CCCCC2)c1)N1CCN(c2ccc([N+](=O)[O-])cc2)CC1,-1,9,94,-3,0,-9,1.0,0.2,-2,.
O=C(Nc1cccnc1Oc1ccc(Cl)cc1)c1cccc2ccccc12,2,0,98,-1,-1,-3,1.1,0.0,3,-14
CCN(CC)S(=O)(=O)c1ccc(N2CCCC2)c(NC(=O)C2=NN(c3ccccc3)C(=O)CC2)c1,-2,4,96,5,-3,-1,-0.4,0.1,3,-2
N#Cc1c(-c2ccccc2Cl)cc(-c2ccccc2)nc1Br,-1,-4,106,-11,-5,4,-2.1,0.0,13,-5
CCOc1cc(N2CCOCC2)c(OCC)cc1NC(=O)CN1C(=O)NC2(CCCCC2)C1=O,5,-6,94,-11,1,?,-0.5,0.0,-5,-6
CCCc1nc(SCC(=O)Nc2nc3c(s2)CCCC3)c2ccccc2n1,0,-1,100,-14,2,-7,22*,0.0,0,-7
CCOC(=O)c1ccc2c(c1)nc(SCC(=O)c1cc3ccccc3o1)n2CC,3,0,98,3,-2,3,0.2,0.6,6,-8
COCCn1nnnc1CN(CCc1ccccc1)Cc1cc2cc(OC)ccc2[nH]c1=O,-4,-4,105,64*,-3,9,-3.5,0.4,0,-9
COc1cccc(C(=O)Nc2cc(-c3cn4cccnc4n3)ccc2C)c1,1,4,100,6,0,0,-0.8,0.1,-2,9
Cn1cc(S(=O)(=O)N2CCOCC2)cc1C(=O)Nc1cccc(Cl)c1,-4,.,95,-14,3,5,-2.5,0.5,0,-8
CCCCn1c(CN2CCN(c3ccc(F)cc3)CC2)nc2c1c(=O)n(C)c(=O)n2C,-2,.,96,-21,-2,-6,-2.0,0.4,-7,-12
Cc1cc(NC(=O)c2cc(F)c(F)cc2Cl)no1,-2,0,97,-2,2,3,-0.4,-0.1,-4,-3
O=C(N/N=C\c1c(O)ccc2ccccc12)c1ccc(S(=O)(=O)N2CCCCC2)cc1,1,-9,181,22,-10,-3,-0.9,0.1,0,-8
CCN(C(=O)c1c(OC)cccc1OC)c1nnc(-c2cccnc2)s1,-1,-7,97,0,0,5,-2.3,-0.1,3,-5
Cc1nn(-c2ccc(F)cc2)c(Cl)c1/C=C(\CC(=O)O)c1nc2ccccc2s1,5,-5,101,11,2,-9,-0.3,0.0,-2,-3

Next results
Compound,m5-HT2A agonist,PDI inh,ABCB6 inh 2,H9c2 protect,Glyco luc inh,Vif inh,hiPSC survival,aDG glyco act,Exocytosis inh,CaV13 FRET inh
O=C(O)CC(CC(=O)Nc1ccc(Oc2ccccc2)cc1)c1ccccc1 (centres undefined),-4,-2,102,-3,-1,-11,0.2,-0.2,4,-5
Cc1ccc(NC(=O)c2ccc(NCC3CCCO3)c([N+](=O)[O-])c2)cc1Cl (centres undefined),-6,6,98,-6,1,11,1.7,-0.3,-8,0
Brc1ccc(OCc2ccccc2)c(CNCC2CCCO2)c1 (centres undefined),-4,0,96,-7,-1,13,-0.6,0.7,0,5
O=C(CCl)N=c1sccn1Cc1ccccc1Cl,2,-8,88,-6,0,1,0.5,-0.2,30,-5
CCC(C)[C@H]1CNC(=O)C(=O)N1CC1CCCCC1 (some centres undefined),2,.,107,.,.,.,-1.7,-0.4,-1,-9
Cc1ccc(/C=C2/NC(=O)N(Cc3ccccc3F)C2=O)s1,-2,6,148,2,0,1,2.3,0.0,1,-7
Cc1cn(COC/C=C/c2ccccc2)c(=O)[nH]c1=O,-4,-4,100,9,3,0,-2.5,-0.1,-5,-9
N=C1C(c2nc3ccccc3c(=O)[nH]2)=C(O)CN1CCO,1,-4,87,6,1,-7,0.0,-0.3,0,-5
CCCCN1C(=O)CC(Sc2ncccc2C(=O)O)C1=O (centres undefined),11,-6,92,4,1,2,1.3,-0.3,3,0
CN1CCN(S(=O)(=O)c2cccc(C(=O)Oc3ccc(C(C)(C)C)cc3)c2)CC1,-5,2,81,-10,0,1,0.0,0.1,21,-6
Cc1ccc(CNC(=O)c2ccc[nH]2)cc1,5,-2,106,7,2,-3,0.2,-0.2,-1,-1
O=C(NCc1cccs1)C1CC1,6,-2,102,-1,2,-3,0.2,-0.3,-4,-2
COc1ccc([N+](=O)[O-])c(OC)c1C(=O)Nc1ccc(F)cc1F,3,1,92,2,-2,20,-0.2,-0.1,12,-4
CCOC1(OCC)OC(c2ccccc2)=C(C#N)C(C=Cc2ccccc2)C1(OCC)OCC (centres undefined),6,1,93,-5,-9,-4,-0.3,-0.1,3,-7
Cc1c(C(=O)NCC2CCCO2)cccc1[N+](=O)[O-] (centres undefined),2,-10,97,9,1,-2,1.8,-0.2,-3,-3

(continued)
Compound,m5-HT2A agonist,PDI inh,ABCB6 inh 2,H9c2 protect,Glyco luc inh,Vif inh,hiPSC survival,aDG glyco act,Exocytosis inh,CaV13 FRET inh
COc1ccccc1C(CNC(=O)CN(C)S(=O)(=O)c1ccc(C)cc1)N1CCCC1 (centres undefined),-3,-2,94,4,-1,2,1.4,-0.1,2,-6
CCSc1oc(-c2ccco2)nc1S(=O)(=O)c1ccc(F)cc1,-1,0,94,-2,.,.,0.7,0.1,-2,-5
O=C(CCCN1C(=O)C2CC=CCC2C1=O)Nc1ccccc1Cl (centres undefined),1,10,97,3,4,-9,0.3,5.1,2,-5
CCN(CCN1CCCC1)C(=O)c1cc(COc2ccccc2SC)on1,-6,-10,95,8,-3,-6,-0.4,-0.1,-1,-3
CC(Sc1ccccn1)C(=O)Nc1ccc2c(c1)OCCO2 (centres undefined),-2,2,95,-2,-8,-16,-0.3,0.4,2,-3
Cc1c(NC(=O)CSc2nnnn2C)c(=O)n(-c2ccccc2)n1C,4,18,97,11,-2,13,4.4,-0.1,0,.
O=S(=O)(c1cc(Cl)cc(Cl)c1)N1CCC2CC1c1cc(Cl)ccc12 (centres undefined),9,-6,101,-20,-8,.,0.7,0.2,-1,-6
Nc1cc(C(=O)O)ccc1N1CCCCCC1,1,-7,95,0,0,-1,1.3,0.0,0,-7
O=C(NC(=S)Nc1ccc(S(=O)(=O)Nc2nccs2)cc1)c1cccc(F)c1,0,-2,102,0,4,-18,-1.3,-0.1,-1,-5
CN(C)N=Nc1ccc2nc[nH]c2c1,0,1,100,6,-2,6,0.6,0.2,0,-21
CN(C)CC(C)(C)CNCc1cc(=O)oc2ccc3ccccc3c12,5,14,96,-3,-1,6,-0.2,0.4,10,-5
COc1ccc([C@H]2C[C@@H](n3cc(C4CC4)nn3)[C@H](O)CN2C(=O)C2CCCCC2)cc1,-3,-3,102,-6,-1,3,-1.9,0.1,-2,-9
C[C@H](NC(=O)N1CCn2c1nc1ccccc12)C(=O)NCc1ccc2c(c1)OCO2,0,5,91,0,2,-6,-0.4,0.3,4,-7
O=C(OCCC1Oc2cccnc2NC1=O)c1ccc(Cl)cc1 (centres undefined),-5,-7,94,-4,1,0,0.9,0.0,2,-6
CC1(C)CC(=O)C2=C(C1)Nc1cc3c(cc1C2c1ccc2c(c1)OCO2)OCO3 (centres undefined),-4,.,103,-4,1,14,-1.5,-0.1,-2,-5

Other structures
Compound,m5-HT2A agonist,PDI inh,ABCB6 inh 2,H9c2 protect,Glyco luc inh,Vif inh,hiPSC survival,aDG glyco act,Exocytosis inh,CaV13 FRET inh
COCCNC(=O)c1ccccc1NS(=O)(=O)c1ccc(Br)s1,-1,10,98,3,1,11,-0.6,0.0,-1,-7
CC1CCC2(CC1)NC(=O)N(CC(=O)NC(=O)NC1CCCC1)C2=O (centres undefined),8,-2,97,0,2,15,4.4,2.4,0,.
Cc1ccc(C(C(=O)NC2CCCCC2)N2CCC3(CC2)OCCO3)cc1 (centres undefined),8,-1,99,3,-2,-6,0.3,-0.1,0,-4
CSc1nc(N)nc2c1ncn2C1OC(CO)CC1O (centres undefined),-4,7,102,4,0,8,3.8,0.2,1,-6
COc1ccc(N2CCN(S(=O)(=O)CCNC(=O)CCCc3ccccc3)CC2)cc1,5,4,96,-3,1,-8,-0.2,0.0,-4,-1
COc1ccc(/C=C/C(=O)NC(=S)NNC(=O)c2cc(OC)c(OC)c(OC)c2)cc1OC,-5,4,110,24,-2,1,2.2,0.2,6,1
COc1ccc(Cc2c(O)nc(SCC(=O)N3CCCCCC3)[nH]c2=O)cc1,3,-2,91,-6,2,-1,6.0,-0.2,-2,-5
CCOC(=O)c1ccccc1NC(=O)c1cncc(Br)c1,1,9,85,4,0,.,0.3,1.9,1,.
Cc1nn(CCN)c(C)c1Cl,9,24,100,4,0,5,2.1,0.2,-1,-7
Nc1ccn([C@@H]2O[C@H](C(=O)NCc3ccc4c(c3)OCO4)[C@@H](O)[C@H]2O)c(=O)n1,-2,.,104,2,0,3,0.1,0.0,-2,-8
CN1CCN(c2nc3c(c(=O)n(C)c(=O)n3C)n2CC(=O)C23CC4CC(CC(C4)C2)C3)CC1,3,1,104,7,1,9,-1.8,0.0,2,-7
CCOc1ccc(S(=O)(=O)NNC(=S)Nc2ccc(Br)cc2)cc1,2,-10,100,4,2,-4,-1.1,-0.1,0,-4
Cc1ccc(S(=O)(=O)Nc2cccc(C(=O)N3CCOCC3)c2)c(C)c1NS(C)(=O)=O,-2,2,98,3,2,2,0.1,0.1,-1,-4
CCOC(=O)COc1cc([N+](=O)[O-])cc2cccnc12,-1,10,101,9,-1,6,-2.0,-0.3,-4,-5
Cc1ccc(S(=O)(=O)NC(CC(=O)NCC2CCCO2)c2ccco2)cc1 (centres undefined),-9,-2,100,7,3,1,-0.7,0.6,-1,-2

Additional compounds follow.
Compound,m5-HT2A agonist,PDI inh,ABCB6 inh 2,H9c2 protect,Glyco luc inh,Vif inh,hiPSC survival,aDG glyco act,Exocytosis inh,CaV13 FRET inh
O=C(Nc1nc2ccc(F)cc2s1)Oc1ccccc1,0,-60,99,-5,0,2,0.0,-0.1,-6,-8
CCCCC1=CC2=C(c3ccco3)C(=O)C(C)(OC(=O)c3ccc(OC)cc3)C(=O)C2=CN1Cc1ccccc1 (centres undefined),4,-5,107,-15,1,0,1.7,0.5,-2,-7
COCc1ccc(C(=O)N2CCCC(C(=O)c3cc(F)ccc3F)C2)s1 (centres undefined),9,-1,90,1,-1,-3,1.0,-0.3,-2,-2
CC(C)c1cccc(C(C)C)c1NC(=O)COC(=O)c1ccc2c(c1)S(=O)(=O)c1ccccc1C2=O,4,2,92,-1,0,15,-0.9,0.2,9,-5
CC(C)C(=O)N1CCC1(C)C(=O)Nc1nc2ccccc2[nH]1 (centres undefined),1,-2,105,3,-1,1,-2.8,0.1,2,-6

High-throughput results: PubChem BioAssay, several laboratories

Compounds were not picked by outcome; any-hit rate near 3.1%.
